KCNQ2 block – KCNQ2 potassium channel inhibitors, primary screen, cell-based, CHO-K1, FluxOR thallium flux, B-score (AID 2156). O88943. 20 min; stronger effect = lower value. B-score at 10 µM. 310,000 compounds, 1.1% hits;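 active = fluorescence ratio B-score at most minus 3 library SDs, with starting brightness B-score within 2 library SDs, cut at about -5.5 in these data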
Target sequence (O88943 whole entry, looked up): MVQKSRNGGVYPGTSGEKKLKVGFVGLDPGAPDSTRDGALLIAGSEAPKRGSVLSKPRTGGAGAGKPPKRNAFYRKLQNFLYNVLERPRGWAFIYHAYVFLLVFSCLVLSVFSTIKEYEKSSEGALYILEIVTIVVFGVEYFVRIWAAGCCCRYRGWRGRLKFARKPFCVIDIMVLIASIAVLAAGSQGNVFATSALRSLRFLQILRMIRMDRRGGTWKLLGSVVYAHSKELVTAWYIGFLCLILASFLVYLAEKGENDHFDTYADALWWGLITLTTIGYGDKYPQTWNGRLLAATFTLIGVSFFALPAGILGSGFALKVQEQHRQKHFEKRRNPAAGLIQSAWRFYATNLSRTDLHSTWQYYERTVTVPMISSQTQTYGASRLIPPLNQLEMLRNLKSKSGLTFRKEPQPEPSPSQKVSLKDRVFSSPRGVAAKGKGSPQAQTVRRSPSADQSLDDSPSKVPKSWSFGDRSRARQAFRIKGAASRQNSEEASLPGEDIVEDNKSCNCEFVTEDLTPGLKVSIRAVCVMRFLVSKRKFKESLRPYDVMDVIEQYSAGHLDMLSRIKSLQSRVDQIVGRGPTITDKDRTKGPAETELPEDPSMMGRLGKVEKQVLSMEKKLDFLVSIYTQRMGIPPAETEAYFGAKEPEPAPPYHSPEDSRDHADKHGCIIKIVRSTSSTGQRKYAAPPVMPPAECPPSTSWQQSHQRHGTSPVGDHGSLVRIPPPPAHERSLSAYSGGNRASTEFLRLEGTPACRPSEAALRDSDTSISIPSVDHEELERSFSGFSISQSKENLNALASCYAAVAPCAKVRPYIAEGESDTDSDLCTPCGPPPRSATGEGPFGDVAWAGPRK
Kir21 inh – blocks the mouse Kir2.1 inward-rectifier potassium channel; HEK293-Kir2.1, FluxOR thallium flux fluorescence; stronger effect = lower value; B-score at 10 µM; 310,000 compounds, 0.85% hits;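 active = fluorescence ratio B-score at or below minus 3 SD of library scores, with starting-brightness B-score within 2 SD, cut at about -4.2 in these data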;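 also: channel flux triggered by added potassium and thallium sulfate stimulus; B-score of peak minus minimum fluorescence over baseline after thallium stimulus; more negative B-score means stronger Kir2.1 block with less thallium influx; some compounds called inactive have numbers as strong as hits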
* hit, by the source's call; i = inactive; ! = not confirmed by another sample.

SMILES	KCNQ2 block	Kir21 inh
Cc1c(C(=O)NCCSCc2c(F)cccc2Cl)cnn1-c1ccc(F)cc1	i	1.1
Cc1cc2c(cc1S(=O)(=O)Nc1cccc(C)c1C)OCC(=O)N2	i	-0.46
CS(=O)(=O)N1CCN(C(=O)c2cc(-c3cccnc3)nc3ccc(Br)cc23)CC1	i	0.49
COc1ccc(/C=N/NC(=O)c2cccnc2)cc1CN1CCc2ccccc2C1	i	-0.76
CCOC(=O)c1cc(CC)sc1NC(=O)Cc1ccccc1	-5.7*	0.99
CC(=O)c1cccc(NC(=O)CSc2nnc(-c3cccnc3)o2)c1	i	-0.19
Cc1ccc(-c2nnc(SCc3ccc(C#N)cc3)n2Cc2ccco2)cc1	i	-3
O=C(c1cc(-c2cccs2)on1)N1CCCc2ccccc21	i	0.4
O=C(CCC(=O)c1cccs1)NCc1ccncc1	i	-1.8
N#CCc1c(C#N)c(N)nc(N2CCN(c3ccc(F)cc3)CC2)c1C#N	i	-0.33
CCc1ccc(NC(=O)C2CCCN2S(=O)(=O)c2ccc3c(c2)C(C)(C)C(=O)N3C)cc1 (stereo unspecified)	i	-0.12
CN(C(=O)CC(NC(=O)c1ccccc1Cl)c1ccccc1)c1ccccc1 (stereo unspecified)	-5.7*	0.68

Some of the entries so far, with two lines to a compound.
Results follow in this order: KCNQ2 block | Kir21 inh
> O=C(CCC(=O)c1cccs1)NCc1ccncc1
 : i | -1.8
> Cc1cc2c(cc1S(=O)(=O)Nc1cccc(C)c1C)OCC(=O)N2
 : i | -0.46
> CS(=O)(=O)N1CCN(C(=O)c2cc(-c3cccnc3)nc3ccc(Br)cc23)CC1
 : i | 0.49
> Cc1ccc(-c2nnc(SCc3ccc(C#N)cc3)n2Cc2ccco2)cc1
 : i | -3
> CC(=O)c1cccc(NC(=O)CSc2nnc(-c3cccnc3)o2)c1
 : i | -0.19
> CN(C(=O)CC(NC(=O)c1ccccc1Cl)c1ccccc1)c1ccccc1 (stereo unspecified)
 : -5.7* | 0.68

Next section
SMILES	KCNQ2 block	Kir21 inh
CN(Cc1ccccc1)C(=O)C1CCN(S(=O)(=O)c2cc([N+](=O)[O-])ccc2Cl)CC1	i	-0.64
O=C(CC(c1ccccc1)c1ccccc1)NCCO	i	0.08
O=C(O)c1ccc(Oc2cc(Oc3ccc(C(=O)O)cc3)cc([N+](=O)[O-])c2)cc1	i	1.3
CC(C)OC(=O)c1nnn(-c2nonc2N)c1CN1CCCCCC1	i	-0.75
CCCSc1nc(=O)n2cc(C)ccc2n1	i	-0.2
O=C(CCNC(=O)c1ccccc1Cl)Nc1ccccc1N1CCCC1	i	-0.03
COc1cc2c(cc1OC)C(C)N(C(=O)Cn1ncc3c1-c1cc(C)ccc1OC3)CC2 (stereo unspecified)	i	-0.39
COc1ccc(CCNC(=O)COc2ccc(-c3ccc(C#N)cc3)cc2)cc1	i	-0.01
COc1cccc(C(=O)NCCS(=O)(=O)NCc2ccccn2)c1	i	0.64
O=C(COC(=O)c1ccccc1NCCO)NCCC1=CCCCC1	i	-1.9
Cc1ccc(-n2nc(C)c(=O)c(-c3ccccc3)c2NC(=O)c2cccs2)cc1	i	3.1
CC(=O)N(/N=C/c1cccc(C)c1)c1nc(-c2ccc(Br)cc2)cs1	i	-0.17
O=C(NC1CCCC1)C(c1cccnc1)N(C(=O)c1csnn1)C1CC1 (stereo unspecified)	i	0.09
Cc1cc(C)c(S(=O)(=O)N2CCN(S(=O)(=O)N3CCC(C)CC3)CC2)c(C)c1	i	0.08
CC1CCc2c(sc3nc(SCC(=O)NCc4ccco4)nc(N)c23)C1 (stereo unspecified)	i	0.63
CN(C)CCCNc1oc(/C=C/c2ccccc2)nc1C#N	i	0.12
Cc1cc(S(=O)(=O)n2ccnc2)c(Cl)cc1Cl	i	-1.3
CCCCC(=O)Nc1nnc(/C=C/c2ccc(OC)cc2)s1	i	1
COC(=O)c1ccccc1NC(=O)N1c2ccccc2Sc2ccccc21	i	0.26
CCCC(C)NC(=S)Nc1cc(C)cc(C)c1 (stereo unspecified)	i	0.26
Cc1ccn2c(NC3CCCCC3)c(C)nc2c1	i	-1.1
O=C(CCNC(=O)C1CCN(S(=O)(=O)c2ccccc2)CC1)NCc1ccccc1Cl	i	1.7
CCCCc1cc(=O)oc2cc(OCC(=O)N3C[C@H]4C[C@@H](C3)c3cccc(=O)n3C4)ccc12	i	0.24
CCSc1nnc2n(-c3ccc(OC)cc3)c(=O)c3c4c(sc3n12)CCCC4	i	-0.49
O=C(COc1ccc2c(c1)C(=O)CC1(CCCCC1)O2)NCc1ccccc1	i	-0.29
CCCCN(CCCC)Cc1ccc(N)cc1	i	-1.4
O=c1cc(CN2CCN(S(=O)(=O)c3ccccc3[N+](=O)[O-])CC2)nc2sccn12	i	-0.02
CC1CC(C)CN(S(=O)(=O)c2ccc3c(c2)CCN3C(=O)CCC(=O)O)C1 (stereo unspecified)	i	-1.2
Oc1c(Br)cc(Br)cc1/C=N/c1nc2c(s1)CCCC2	i	-1.8
COc1ccc(C(=O)CSc2n[nH]c(N)n2)cc1	i	-0.01
CCCCNc1nc2cccnc2s1	i	0.39
CSc1ncc(C(=O)Nc2ccc(Cl)cc2)c(C)n1	i	-0.83
Cc1ccc(N2C(=O)C(CN(C)C)C2c2ccccc2)cc1 (stereo unspecified)	i	-0.85
CC(=O)c1c(C)[nH]c(C(=O)Nc2nccs2)c1C	i	0.09
COC(=O)c1cnc(Oc2c(Cl)cc(N)cc2Cl)cc1C(F)(F)F	i	1.6
O=c1cc(Nc2ccc3c(c2)OCCO3)[nH]c(=O)n1C1CCCCC1	i	-0.85

6 successive compounds already listed:
SMILES	KCNQ2 block	Kir21 inh
COc1ccc(C(=O)CSc2n[nH]c(N)n2)cc1	i	-0.01
CCCCNc1nc2cccnc2s1	i	0.39
CSc1ncc(C(=O)Nc2ccc(Cl)cc2)c(C)n1	i	-0.83
Cc1ccc(N2C(=O)C(CN(C)C)C2c2ccccc2)cc1 (stereo unspecified)	i	-0.85
CC(=O)c1c(C)[nH]c(C(=O)Nc2nccs2)c1C	i	0.09
COC(=O)c1cnc(Oc2c(Cl)cc(N)cc2Cl)cc1C(F)(F)F	i	1.6

(continued)
SMILES	KCNQ2 block	Kir21 inh
CC(=O)C1=C(C)NC(SCC(=O)c2ccc(F)cc2)=C(C#N)C1c1ccco1 (stereo unspecified)	i	-0.88
CCOc1cc2[nH]c(=O)n(CCCCC(=O)NCc3ccco3)c(=O)c2cc1OCC	i	-0.08
O=C(c1cc(Cl)ccc1[N+](=O)[O-])n1cnc2ccccc21	i	-0.36
CCN(CC)CCP(=O)(c1ccccc1)c1ccccc1	i	1.2
O=C(NCCc1ccccc1)[C@@H]1CC=C[C@@H]2CCN(Cc3ccccc3)C(=O)[C@@H]21	i	-1.7
O=c1[nH]c(C(F)(F)F)nc2c1nnn2Cc1ccccc1F	i	1.9
COCCNc1ncnc2c1cnn2-c1ccc(Cl)cc1	i	1.2
O=C(CCSc1ccccc1)Nc1ncccn1	i	-0.08
COc1ccc(OC)c(-n2nnnc2SCC(=O)Nc2nc(C)c(C)s2)c1	i	-0.31
CCN(CC)c1ccc(/C=N/N=C(N)N)c(O)c1	i	-2.2
O=C1CC(c2ccccc2)NC(=O)N1 (stereo unspecified)	i	-0.96
CCOC(=O)c1ccc(NC(C)=O)c([N+](=O)[O-])c1	i	0.13
O=[N+]([O-])c1cc(C(F)(F)F)ccc1Sc1ccccn1	i	1.2
Cc1cccc(/C(N)=N/OC(=O)c2ccc3c(c2)OCO3)c1	i	-0.41
O=C(CN(Cc1ccccc1)C(=O)c1csnn1)NCc1ccccc1	i	-0.61
COCCCn1nnnc1SCC(=O)Nc1nc2ccccc2s1	i	-0.02
Cc1ccc(C)c(N2CCN(c3ccc([N+](=O)[O-])cn3)CC2)c1	i	2
Fc1ccc([C@@H]2CCNC[C@H]2COc2ccc3c(c2)OCO3)cc1	-6*!	-6.5*
CC(=O)Nc1ccc(C(=O)NNC(=O)C2CC2)cc1	i	1.2
Nc1ccc(-n2nnnc2-c2ccco2)cc1	i	-0.21
COc1ccc(Cl)cc1N(C(=O)c1ccco1)C(C(=O)NC1CCCC1)c1ccncc1 (stereo unspecified)	i	0.53
COc1ccc(C2c3c(ncn(CCCO)c3=N)Oc3ccc4ccccc4c32)cc1OC (stereo unspecified)	i	-2.2
CCOC(=O)c1[nH]c2ccc(OC)cc2c1NC(=S)N1CCN(C(=O)OCC)CC1	i	-0.07
O=C(CN1CCN(c2nc(-c3ccc(Cl)cc3)cs2)CC1)NCc1ccco1	i	0.47
CC(C)[C@H]1COCCS(=O)(=O)N1Cc1ccc(Cl)cc1	i	-4.2
Cc1ccc(C2(C)NC(=O)N(CC(=O)N3CCN(S(=O)(=O)c4cccc(F)c4)CC3)C2=O)cc1 (stereo unspecified)	i	2.8
O=C(C1=C[C@@H](C2CCCCC2)C[C@@H](OCc2ccc(CO)cc2)O1)N1CCN(Cc2ccccc2)CC1	-6.5*	-0.44
CCC(=O)Oc1cccc(C(=O)Nc2ccc(-c3nnc(-c4ccco4)o3)cc2)c1	i	-0.58
COCCNC(=O)CN1C(=O)COc2ccc(Cl)cc21	i	1.4
Cc1nc2n(n1)CC(O)CS2 (stereo unspecified)	i	2.5
CN(c1ccc(OCC(=O)OCc2nnc(-c3ccccc3)o2)cc1)S(=O)(=O)c1ccc(Cl)cc1	i	1.9
O=C(Nc1ccccc1N1CCOCC1)c1ccc2c(c1)OCCO2	i	0.48
C/C(=N\NC(=O)CCc1ccccc1)c1ccc(Br)cc1	i	1.3
CCN(CC)C(=O)CSc1nc2cc(S(=O)(=O)N3CCOCC3)ccc2n1CC	i	0.9
COc1ccc(N2CCn3c2nc2c3c(=O)n(CCCc3ccccc3)c(=O)n2C)c(OC)c1	i	-2.5
Nc1c2c(nc3c1CCC3)CCCC2	i	0.69

Some of the entries so far, in markdown.
| SMILES | KCNQ2 block | Kir21 inh |
| --- | --- | --- |
| O=C(Nc1ccccc1N1CCOCC1)c1ccc2c(c1)OCCO2 | i | 0.48 |
| O=C(C1=C[C@@H](C2CCCCC2)C[C@@H](OCc2ccc(CO)cc2)O1)N1CCN(Cc2ccccc2)CC1 | -6.5* | -0.44 |

Next records.
SMILES	KCNQ2 block	Kir21 inh
CCOC(=O)c1c(NS(C)(=O)=O)sc2c1CCC(C)C2 (stereo unspecified)	i	-0.25
Cc1ccc(-n2ncc3c(=O)n(CC(=O)N(C(C)C)C(C)C)cnc32)cc1	i	1.6
Cc1ccc(S(=O)(=O)N2CCCOC2CNC(=O)C(=O)NCc2ccccn2)cc1 (stereo unspecified)	i	-1.1
CCOC(=O)CC1C(=O)NCCN1C(=O)NC1CCCCC1 (stereo unspecified)	i	-0.86
Cc1ccc(CSc2nnc(C)c(=O)n2N)cc1	i	0.07
c1ccc2c(c1)OCC(c1nnc3n1-c1ccccc1SC3)O2 (stereo unspecified)	i	-0.79
CC12CCC(C(=O)NCc3ccc(Cl)cc3)(OC1=O)C2(C)C (stereo unspecified)	i	-0.68
Cc1sc2nc(C)n(/N=C/N(C)C)c(=O)c2c1C	i	-0.95
O=C(Nc1ccc(O)c(-c2nc3ccccc3o2)c1)C1(c2ccc(Br)cc2)CCCC1	i	0.89
O=[N+]([O-])c1cc(/C=N/OCc2c(Cl)cccc2Cl)ccc1N1CCOCC1	i	-0.02
COc1ccc(-c2nsc(SCC(=O)NCC3CCCO3)n2)cc1 (stereo unspecified)	i	-0.96
CSc1ccccc1NC(=O)CN(c1cccc(C)c1)S(C)(=O)=O	i	-0.26
Cc1cc(C(=O)O)c(CSc2ncn[nH]2)o1	i	-1.9
Cc1nc(CCNC(=O)COc2ccccc2)cs1	i	0.38
Cc1ncsc1CCC(=O)N1CCCC(C(=O)c2cccc(Cl)c2)C1 (stereo unspecified)	i	0.85
CSc1ccc(C2CC(=O)Nc3c2c(=O)n(C)c(=O)n3C)cc1 (stereo unspecified)	i	0.01
CC(C)[C@H](NC(=O)c1ccco1)C(=O)OCC(=O)Nc1ccc(Cl)c(S(=O)(=O)N(C)C)c1	i	0.29
COCC(=O)N1CCCC(C(=O)c2ccc3c4c(cccc24)CC3)C1 (stereo unspecified)	i	0.21
O=C1NC(=Nc2ccccc2Cl)SC1(CO)CO	i	2.5
COc1ccccc1-c1cc(C(F)(F)F)nc(S(=O)(=O)CCCC(=O)Nc2cc(C)on2)n1	i	0.95
CC1=NNC(=O)C1CC(=O)N/N=C/C(Br)=C/c1ccccc1 (stereo unspecified)	i	0.71
CCc1nnc(SCC(=O)Nc2ccccc2)nc1CC	i	1.3
O=C(CSCc1c(Cl)cccc1Cl)Nc1ccc2c(c1)OCO2	i	0.54
O=C(O)C1CC(=O)N(Cc2cccnc2)C1 (stereo unspecified)	i	2.5
CCOC(=O)c1c(N2C(=O)C3C4C=CC(O4)C3C2=O)sc2c1CCCC2 (stereo unspecified)	i	-0.5
CC(=O)Nc1sc2c(c1C(N)=O)CCCC2	i	-0.85
C=CCn1c(N)cc(=O)nc1SCC(=O)N(c1ccccc1)c1ccccc1	i	-1.3
COc1ccc(S(=O)(=O)N2CC(O)CC2C(=O)OCc2nc3sc(C)c(C)c3c(=O)[nH]2)cc1 (stereo unspecified)	i	-0.02
CC(C)CCNC(=O)c1ccc2nc[nH]c2c1	i	1.3
Cc1ccc(C)c(NC(=O)c2cc([N+](=O)[O-])cc([N+](=O)[O-])c2)c1	i	-0.64
O=C(CN1C(=O)NC2(CCCCCC2)C1=O)N1CCC(Cc2ccccc2)CC1	i	-0.76
COc1ccc(NC2CCCN(C(=O)CCc3ccncc3)C2)cc1OC (stereo unspecified)	i	-0.23
CN1CCN(C(=O)c2cnn3c2NC(c2ccccc2)CC3C(F)(F)F)CC1 (stereo unspecified)	i	0.39
CC(C)(C)C(=O)NC1CC2CCCC(C1)N2C(=O)Nc1ccc(Cl)cc1 (stereo unspecified)	i	-0.9
COC(=O)CSc1nc(N2CCCCC2)c2c(c1C#N)CCCC2	i	-2
COc1cccc(CN(C)C(=O)CNC(=O)c2sc3ccccc3c2Cl)c1OC	i	-0.56
CCn1c(=N)c(S(=O)(=O)c2ccc(F)cc2)cc2c(=O)n3ccccc3nc21	i	0.01
